Assay outcomes as filed in PubChem.
RmlCD inh 1536: M. tuberculosis RmlC/RmlD inhibition. P9WH09+P9WH11. RmlC+RmlD coupled enzyme assay, percent inhibition; primary screen in compound mixtures. inhibition, % at 3.6 µM. 0.03% of 160,000 active; in the data active = inhibition mostly above about 34%, no sharp cut-off; also: some results filed as inactive read as strong as hits
Target sequence (P9WH09 whole entry, looked up): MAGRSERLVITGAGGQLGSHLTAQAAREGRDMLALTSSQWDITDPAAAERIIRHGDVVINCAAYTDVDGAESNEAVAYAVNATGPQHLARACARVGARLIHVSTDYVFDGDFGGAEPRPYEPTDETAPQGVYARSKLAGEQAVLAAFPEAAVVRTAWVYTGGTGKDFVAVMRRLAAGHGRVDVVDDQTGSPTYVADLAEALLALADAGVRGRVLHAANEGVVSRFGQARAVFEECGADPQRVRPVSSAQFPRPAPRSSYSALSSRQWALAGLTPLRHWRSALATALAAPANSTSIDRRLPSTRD
Target sequence (P9WH11 whole entry, looked up): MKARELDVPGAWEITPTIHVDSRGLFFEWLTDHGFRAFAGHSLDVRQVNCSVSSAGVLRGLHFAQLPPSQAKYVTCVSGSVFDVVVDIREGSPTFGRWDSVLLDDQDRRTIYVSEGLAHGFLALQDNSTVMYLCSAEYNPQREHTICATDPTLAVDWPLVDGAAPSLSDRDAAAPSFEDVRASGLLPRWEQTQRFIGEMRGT
M. tuberculosis GlmU: inhibition of mycobacterial GlmU enzyme – biochemical, glucosamine-1-phosphate acetyltransferase (AID 1376) | 0.25% of 220,000 active | M. tuberculosis GlmU acetyltransferase enzyme assay; higher % means a stronger effect | one-dose inhibition, %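 (tested at 30 µM in the primary screen)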; IC50 in µM for titrated hits; in the data active = inhibition above about 13%;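 also: 0% = complete reaction with vehicle and 100% = reaction without substrate; strong numbers were not always called active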
An asterisk follows results filed as active; · = not tested or not shown. A portion of the library, so the mix of outcomes need not match the whole.

SMILES	RmlCD inh 1536	M. tuberculosis GlmU
Fc1ccc(F)c(C2=NNC(=Nc3ccccc3F)SC2)c1	-7.6	2.4%
Cc1cc(C)n(Cc2ccc(F)cc2)c(=O)c1C#N	1.1	-2.8%
CCC(=O)Nc1cc2nn(-c3ccccc3)nc2cc1Cl	6.0	3.0%
O=C(c1ccco1)N1CCN(c2ccnc3cc(Cl)ccc23)CC1	-7.5	1.8%
CCCN(Cc1cc2cc(OC)ccc2[nH]c1=O)C(=O)c1ccco1	-17.2	6.8%
CC(=O)Nc1nc2ccc(-c3nc4ccccc4o3)cc2s1	-6.0	-4.9%
O=S(=O)(c1cccs1)N1CCN(Cc2ccccc2)CC1	·	2.1%
O=c1oc(-c2ccc(F)cc2)nc2ccsc12	·	1.1%
COC(=O)C[C@H]1c2cc(F)ccc2S(=O)(=O)N1Cc1ccccc1OC	·	-5.3%
O=C(CSc1ccc2nnc(-c3ccc(F)cc3)n2n1)N1CCCc2ccccc21	83.5	4.4%
O=C(NNC(=O)c1ccccc1)C(=O)N1CCCCC1	-1.1	1.3%
COc1ccc(NC(=O)Cn2nnc(C(=O)NCc3ccccc3)c2N)c(OC)c1	5.5	-5.2%
Cc1ccc(OCCN2C(=O)S/C(=C\c3ccc(C)o3)C2=O)cc1	59.2	-2.2%
O=C(CCC1CCCN(C(=O)c2ccco2)C1)NCc1ccccc1F (stereo unspecified)	·	3.5%
Cc1ccc(C2=NNC(C(O)C(O)C(O)CO)S2)cc1 (stereo unspecified)	·	-1.7%
Cc1cc(N/N=C/c2ccco2)c2ccccc2n1	8.3	1.6%
Cc1ccc(C(=O)CC(=O)COc2ccc(Cl)cc2C)cc1	·	1.9%
O=CN1CCN(C(=O)c2ccccc2F)CC1	7.1	0.2%
O=C(NC12CC3CC(CC(C3)C1)C2)c1cnccn1	·	-1.8%
CC(/C=C1\SC(=S)N(CC(=O)O)C1=O)=C\c1ccccc1	8.3	2.0%
CCN(CC)c1ccc(NC(=O)c2ccc(=O)[nH]c2)cc1S(=O)(=O)Nc1ccccc1OC	-1.8	9.5%
COc1ccc(/C=C(/NC(=O)c2ccccc2)C(=O)N/N=C/c2cccs2)cc1OC	12.2	4.6%
COc1nc(Cl)cn(-c2ccc(Cl)cc2)c1=O	-0.6	-3.3%
Cc1noc(-c2ccccc2OC(=O)c2ccccc2)n1	4.1	3.0%
Fc1ccc(Sc2nc(-c3ccccc3)nnc2C(F)(F)F)cc1	-4.9	2.9%
CCOc1ccc(CN2CCN(S(=O)(=O)c3ccc(NC(C)=O)cc3)CC2)cc1	-6.5	-0.9%
CCc1nc(SCC(=O)N2CCN(c3ccccc3)CC2)c2oc3ccccc3c2n1	10.8	-4.6%
COc1cccc(OC)c1OCCCCn1cnc2ccccc2c1=O	-8.6	-2.5%
O=c1cc(N2CCCCC2)c2ccccc2o1	12.2	-0.3%
COc1cc2c(cc1OC)C(C(=O)NCCC(C)C)C1CCCCN1C2=O (stereo unspecified)	·	0.0%
CCCCc1c(C)nc2ccc(C)cc2c1SCCC(=O)O	·	1.3%
c1ccc(OCCSc2ncnc3nc[nH]c23)cc1	·	-4.8%
COc1cc(C(=O)O)cc(OC)c1OCc1cc(C(=O)O)oc1C	2.9	-3.1%
CCCOn1c(-n2nc(C)cc2C)nc2ccccc2c1=O	16.2	-7.0%
CCCOC(=O)C1C2C=CC(C3CC23)C1C(=O)OCC(=O)c1ccccc1 (stereo unspecified)	-6.4	2.4%
O=C(CCn1c(=O)oc2ccccc21)N1CCN(c2ccc(F)cc2)CC1	-5.8	2.9%

Reformatted: entries from further up
Fields: RmlCD inh 1536, M. tuberculosis GlmU
- COc1cccc(OC)c1OCCCCn1cnc2ccccc2c1=O
→ -8.6, -2.5%
- O=c1cc(N2CCCCC2)c2ccccc2o1
→ 12.2, -0.3%
- COc1cc2c(cc1OC)C(C(=O)NCCC(C)C)C1CCCCN1C2=O (stereo unspecified)
→ ·, 0.0%
- CCCCc1c(C)nc2ccc(C)cc2c1SCCC(=O)O
→ ·, 1.3%
- c1ccc(OCCSc2ncnc3nc[nH]c23)cc1
→ ·, -4.8%

The list continues:
SMILES	RmlCD inh 1536	M. tuberculosis GlmU
COCC(=O)N(Cc1nc2sc(C)c(C)c2c(=O)[nH]1)C1CCCCC1	6.1	0.1%
O=C(CSc1nc2sc3c(c2c(=O)n1-c1ccccc1)CCCC3)NCc1ccco1	5.1	·
CCOC(=O)c1ccc(Nc2ncnc3c2cnn3C)cc1	-8.9	4.5%
NC(=O)/C(=C/c1cccnc1)NC(=O)c1ccccc1	-8.6	-0.1%
COc1ccc(CCCc2nnc(SCC(=O)Nc3nc(C)cs3)n2C)cc1C	-5.4	-6.0%
O=C1NC(=S)N(c2ccc(F)cc2)C(=O)/C1=C\c1ccoc1	-3.5	7.8%
NC(=O)NCc1cccc(Cl)c1	1.1	-2.3%
COc1cc(/C=N/NC(=O)Cn2c([N+](=O)[O-])cnc2C)ccc1OC(=O)N(C)C	·	-2.5%
COc1ccc(CCNC(=O)C2CC(c3cccc(F)c3)=NO2)cc1 (stereo unspecified)	10.6	5.5%
NC(=O)CSc1ncc(-c2ccc([N+](=O)[O-])cc2)[nH]1	-0.2	0.3%
Cc1ccc(NC(=O)CN2CCC(NC(=O)C3CCCCC3)CC2)c(Br)c1	-7.1	1.2%
CCN(CC)C(=O)COc1ccc(S(=O)(=O)N2CCOCC2)cc1	-10.1	-0.1%
Nc1c(-c2n[nH]c(=S)n2-c2ccc(Cl)cc2Cl)cnn1-c1ccccc1	19.6	3.6%
COc1ccc(Cl)c(Cn2c(NCc3ccccn3)nc3c2c(=O)n(C)c(=O)n3C)c1	·	5.2%
CN(C)c1ccc(/C=N/NC(=O)c2ccc(CN3C(=O)c4cccc5cccc3c45)cc2)cc1	-7.1	3.3%
COCCn1c(SCC(=O)NCc2ccco2)nnc1C(C)C	·	3.6%
COc1ccc(CCN2C(=O)CC(C(N)=O)SC2=Nc2ccccc2)cc1 (stereo unspecified)	13.1	1.9%
Cn1cnnc1SCc1ccc(C(=O)NN)cc1	10.0	2.0%
O=C(N/N=C/c1ccc(-c2cccc([N+](=O)[O-])c2)o1)c1ccccc1O	13.0	0.5%
COc1nc(C)nc2c1ccc1ccccc12	·	3.7%
NS(=O)(=O)c1cc2c(cc1Cl)NC(C1C[C@H]3C=C[C@@H]1C3)NS2(=O)=O (stereo partly specified)	·	-3.0%
CCc1cc2c(C)ccc(C)c2nc1SCC(=O)Nc1c(C)[nH]c(=O)[nH]c1=O	8.6	3.3%
CC(C)OC(=O)C(C)Nc1ccc(F)c(Cl)c1 (stereo unspecified)	-2.3	1.2%
COc1ccc(/C=C2\SC(=S)N(CC(=O)OCC(=O)Nc3cc(Cl)cc(Cl)c3)C2=O)cc1	-5.8	3.4%
O=C(O)C1CC(=O)N(c2ccc(OCc3ccc(Cl)cc3Cl)cc2)C1 (stereo unspecified)	8.4	1.1%
Cc1cccc(C)c1OCC(=O)N(Cc1ccc(N(C)C)cc1)C1CCS(=O)(=O)C1 (stereo unspecified)	·	-2.2%
CCOC(=O)c1c(NC(=O)CC)sc(C(C)=O)c1C	18.0	-0.2%
CCOC(=O)C1=NN(c2ccc(Cl)cc2)C(c2ccccc2)CC1=O (stereo unspecified)	2.4	-3.7%
CCCN(CCC)C(=O)C1CCN(c2cc(C)nc3c(-c4ccc(OC)c(OC)c4)c(C)nn23)CC1	8.3	1.4%
CN(C(=O)c1c[nH]c(=O)cc1C(F)(F)F)c1ccc(Cl)c(Cl)c1	·	-2.5%
O=C(/C=C/Nc1ccc(F)cc1)c1ccc(Br)cc1	·	-7.1%
COc1ccc(C(CC(=O)N2CCOCC2)c2c(OC)cc(OC)c3ccc(=O)oc23)cc1 (stereo unspecified)	·	-2.0%
CCN(CC)S(=O)(=O)c1ccc(C)c(NC(=O)Cn2c(=O)cnc3ccccc32)c1	5.0	3.1%
CCN1CCN(C(=O)Nc2ccccc2OC)CC1	·	-4.1%
O=C(CCc1ccccc1)NC(=S)Nc1ccc(S(=O)(=O)N2CCOCC2)cc1	8.4	-1.7%
O=C1/C(=C/c2cccnc2)SC(=S)N1Nc1ccccc1	-15.7	6.7%

Random excerpt: four compounds from above, in no set order.
SMILES	RmlCD inh 1536	M. tuberculosis GlmU
O=C(/C=C/Nc1ccc(F)cc1)c1ccc(Br)cc1	·	-7.1%
CCN(CC)S(=O)(=O)c1ccc(C)c(NC(=O)Cn2c(=O)cnc3ccccc32)c1	5.0	3.1%
O=C(O)C1CC(=O)N(c2ccc(OCc3ccc(Cl)cc3Cl)cc2)C1 (stereo unspecified)	8.4	1.1%
COc1ccc(C(CC(=O)N2CCOCC2)c2c(OC)cc(OC)c3ccc(=O)oc23)cc1 (stereo unspecified)	·	-2.0%

More records.
SMILES	RmlCD inh 1536	M. tuberculosis GlmU
O=CNn1cnc2c(oc3nc(-c4ccccc4)cc(-c4ccco4)c32)c1=O	3.5	4.1%
CC(=O)c1ccc(C(=O)Nc2ccc(N3CCOCC3)cc2)cc1	·	-6.1%
Cc1nc2ccc(CN(C)c3ccc(C(=O)N[C@@H](CCC(=O)O)C(=O)O)s3)cc2c(=O)[nH]1	·	7.9%
c1ccc(CCNc2nc(-c3ccccn3)nc3ccccc23)cc1	-7.3	-4.5%
C=CCn1c(SCC(=O)NCCOC)nc2scc(-c3ccco3)c2c1=O	8.1	·
O=C1N=C(N2CCCCC2)SC1=C1CCCCC1	·	4.2%
O=C(CSc1n[nH]c(-c2cccs2)n1)N1CCN(S(=O)(=O)c2ccc3ccccc3c2)CC1	-6.6	2.4%
O=C(c1cccc(Cl)c1)N1CCN(c2ccccn2)CC1	·	-3.4%
Cc1cccc(C(=O)N2CCC(=O)N(C(COCc3cccc(Cl)c3)Cc3ccccc3)CC2)c1 (stereo unspecified)	·	-2.5%
Cn1c(O)c(C(=O)c2ccccc2F)c(=O)n(C)c1=O	-6.8	-3.2%
Cc1ccc(Cc2cnc(NC(=O)C3=NCCN3)s2)cc1	-8.9	1.0%
Cc1nc2sc3c(c2c(=O)n1NC(=O)CCBr)CCCC3	·	3.3%
O=C(CSc1nnc(-c2ccncc2)o1)NC1CCCCC1	4.1	9.4%
CCOC(=O)c1c(NC(=O)COc2cccc3c2CCN(CC)C3=O)sc2c1CCC2	2.4	0.5%
Cc1ccc(-c2csc(/C(C#N)=C(\O)CN3CCN(C(=O)c4ccco4)CC3)n2)cc1	21.7	11.1%
O=C(c1ccc(Br)cc1)c1cc([N+](=O)[O-])ccc1N1CCCCC1	·	5.2%
O=C(NNC(=S)Nc1ccccc1C(F)(F)F)c1cccnc1	-11.7	5.2%
COc1ccc(/C(C)=C2/SC(=S)N(CCC(=O)O)C2=O)cc1	-5.4	5.5%
Cc1nc2sc(C(=O)Nc3ccccc3Cc3ccccc3)c(C)c2c(=O)[nH]1	-0.9	-0.5%
CC(C)[C@H](N)c1nnc(SCc2ccc(Cl)cc2)o1	20.7	7.2%
Cc1ccc(NC(=O)Nc2nnc(-c3ccccc3F)s2)cc1	-13.3	-3.4%
Cc1cc(C)n(CC(=O)c2ccccc2)c(=O)c1C#N	·	2.1%
COc1ccccc1NC(=O)N(C1CCCC1)C1CCN(C(C)=O)CC1	-0.1	1.9%
CCOC(=O)N1CCC(NC(=O)CCCC(=O)O)CC1	8.5	2.6%
Cc1cccc2nc(-c3cccnc3)c(Nc3ccccc3)n12	-11.1	-3.7%
COc1nc(NCC2CCCO2)nc(N2CC3CC(C2)c2cccc(=O)n2C3)n1 (stereo unspecified)	1.4	-0.7%
O=C(C[n+]1cc(Br)cc(Br)c1)c1cccc([N+](=O)[O-])c1	2.5	-1.8%
CC1CCCN(C(=O)CCCn2c(=S)[nH]c3ccccc3c2=O)C1 (stereo unspecified)	-7.8	-3.0%
COc1cc(C(=O)ON=C2C=C(C)C(=O)C(C)=C2)cc(OC)c1OC	7.0	3.0%
CCOC(=O)C(/C=C(\C#N)C(=O)OCC)=C(/N)N1CCN(c2ccc(Cl)cc2)CC1	-6.4	-2.2%
Cc1cccc(C)c1OCC(=O)NNC(=O)c1ccoc1C	20.1	1.5%
O=S1(=O)CCN(Cc2ccc(Cl)c(Cl)c2)CC1	7.0	-1.2%
CCOC(=O)N1CCN(C(=O)c2ccc(OCC)c(OCC)c2)CC1	·	-2.9%
Cc1ccc([N+](=O)[O-])cc1NC(=O)c1ccc2c(c1)OCO2	·	-0.7%
COc1ccc2[nH]c(=O)c(CN(C(=O)NC3CCCCC3)C3CCCCC3)cc2c1	·	1.3%
Cc1ccsc1C(=O)Nc1nnc(-c2ccco2)o1	7.6	6.5%
O=C(NCCc1nc(-c2ccccc2)cs1)c1ccc(Br)cc1	-7.6	1.3%
N#CCCN(CCC#N)C(=S)NC1CC2C=CC1C2 (stereo unspecified)	5.2	-3.1%
Nc1nnnn1/N=C/c1ccccc1OCc1ccccc1	-7.1	-1.2%
CN(Cc1ccc2nonc2c1)Cc1nc(Cc2cccc(F)c2)no1	13.0	-1.6%
CN1CCN(S(=O)(=O)c2cc([N+](=O)[O-])ccc2N/N=C/c2ccc(Cl)cc2)CC1	2.3	-1.0%
CC1(C)CC(=O)CC(C)(C)N1OC(=O)c1ccco1	11.3	1.4%
C=CCn1c(Cc2ccc(OC)cc2)nnc1SCC(=O)NCCc1ccccc1	·	1.4%
Cc1cc(C)cc(N(CC(=O)NCC2CCCO2)S(=O)(=O)c2c(C)noc2C)c1 (stereo unspecified)	3.8	0.8%
CN(C(=O)COc1ccc(C(C)(C)C)cc1)C1CCS(=O)(=O)C1 (stereo unspecified)	-10.0	1.1%
Cc1nnc2ccc(N3CCN(c4cccc(C(F)(F)F)c4)CC3)nn12	11.3	-1.8%
CCCCc1ccc(NC(=S)NCC2CCCO2)cc1 (stereo unspecified)	-11.5	-9.0%
Cn1c(CN2CCCC2)nc2cc(NC(=O)COc3ccccc3)ccc21	·	-1.5%
